MBD2 DNA inh: blocks human MBD2 binding to methylated DNA; Q9UBB5; TR-FRET, MBD2 binding to methylated oligonucleotide; inhibition, % at 4.4 µM; 370,000 compounds, 0.31% hits; AID 686964; in the data active means inhibition above about 13%
PLCb3 inh: inhibitors of human phospholipase C beta3; AID 720704; Purified PLC-beta3, fluorogenic substrate, fluorescence; Q01970; 370,000 compounds, 0.18% hits; inhibition, % at 12.2 µM; in the data active means inhibition above about 11%;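 further: 0% = median of compound wells on plate and 100% = full blocker control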
SMARCA2 act: activators of SMARCA2 function. MG213 cells, MMTV-luciferase reporter, dexamethasone, overnight. activation, % at 9.1 µM. 370,000 compounds, 1% hits; in the data active means activation above about 7.8%;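 further: 0% = vehicle wells and 100% = reference activator wells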
NR1D1 modulator: modulators of human Rev-erb alpha DNA binding. Rev-erbα–FITC-DNA binding, fluorescence polarization, 90 min. activity, % at 10 µM. 370,000 compounds, 0.79% hits;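 active means activity above about 14%, limit read from the data; passing the limit was not always enough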;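 further: 0% = DMSO wells with 35 nM protein and 100% = DMSO wells with 750 nM protein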
Target sequence (P20393 whole entry, looked up): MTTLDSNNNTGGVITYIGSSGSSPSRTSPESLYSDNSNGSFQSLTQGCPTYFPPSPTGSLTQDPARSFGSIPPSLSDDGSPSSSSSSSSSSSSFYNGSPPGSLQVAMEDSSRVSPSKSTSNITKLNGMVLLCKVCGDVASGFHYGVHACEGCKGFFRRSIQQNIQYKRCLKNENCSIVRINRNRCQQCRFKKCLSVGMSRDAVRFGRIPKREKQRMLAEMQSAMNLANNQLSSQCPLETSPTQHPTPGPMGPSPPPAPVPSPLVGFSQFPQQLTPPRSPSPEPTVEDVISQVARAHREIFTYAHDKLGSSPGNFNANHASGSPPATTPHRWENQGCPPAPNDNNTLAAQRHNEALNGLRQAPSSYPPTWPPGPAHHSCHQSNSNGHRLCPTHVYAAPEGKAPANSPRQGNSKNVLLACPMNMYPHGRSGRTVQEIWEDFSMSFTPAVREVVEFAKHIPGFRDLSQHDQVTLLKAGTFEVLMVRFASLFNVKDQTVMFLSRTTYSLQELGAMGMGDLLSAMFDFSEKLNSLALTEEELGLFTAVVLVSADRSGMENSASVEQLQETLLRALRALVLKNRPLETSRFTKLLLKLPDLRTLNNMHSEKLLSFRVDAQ
ADAM17 inh: inhibits human ADAM17 | P78536 | AID 720648 | recombinant ADAM17, EDANS/DABCYL FRET peptide cleavage | 370,000 compounds, 0.83% hits | inhibition, % at 6.95 µM;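 active means inhibition above the mean of compounds lying between control limits plus 3 SD, set per campaign, cut at about 8.5% in these data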;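 further: 0% = DMSO-only wells as the low control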
DAX1 inh-1: DAX1 (NR0B1) inhibition, primary screen. HEK293T StAR-luciferase reporter, SF-1/DAX-1 repression relief. inhibition, % at 6.8 µM. 370,000 compounds, 1.1% hits. AID 652010;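 active means inhibition above the mean over all tested compounds plus 3 SD, cut at about 3.6% in these data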;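 further: 0% = DAX-1 cells with DMSO and 100% = cells lacking DAX-1 with DMSO; higher inhibition means more luminescence from relief of DAX-1 repression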
ssDAF-12 act: activates DAF-12 receptor from parasite S. stercoralis. 370,000 compounds, 1% hits. HEK293 ssDAF-12/GRIP1 lit1-tk-luc reporter, luminescence; % of 3 µM dafachronic acid response. activation, % at 6.8 µM. AID 652126;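 active means activation above the mean over all tested compounds plus 3 SD, cut at about 0.9% in these data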;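 further: 0% = DMSO-only wells and 100% = 3 µM delta7-dafachronic acid wells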
DAX1 inh-2: inhibits human nuclear receptor DAX1; P51843; HEK293 Gal4-DAX1 luciferase reporter, luminescence; inhibition, % at 6.75 µM; 340,000 compounds, 0.99% hits; AID 504766;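 active means inhibition above the mean over all tested compounds plus 3 SD, cut at about 4.2% in these data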;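 further: 0% = DAX1-transfected cells with DMSO and 100% = empty-vector control cells with DMSO; inhibition shows as a rise in luminescence from relieved DAX1 repression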
Target sequence (P51843 207-470 limits assumed): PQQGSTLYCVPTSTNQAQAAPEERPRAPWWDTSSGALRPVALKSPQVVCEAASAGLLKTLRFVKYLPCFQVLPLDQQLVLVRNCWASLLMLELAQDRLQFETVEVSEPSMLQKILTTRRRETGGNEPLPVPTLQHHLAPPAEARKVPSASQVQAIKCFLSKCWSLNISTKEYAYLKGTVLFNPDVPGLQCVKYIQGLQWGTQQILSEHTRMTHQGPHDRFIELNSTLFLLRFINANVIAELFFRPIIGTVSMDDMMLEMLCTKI
hcDAF12 agonist: activates DAF-12 receptor from parasite H. contortus | HEK293 hcDAF-12 lit1-tk-luc reporter, luminescence; 0% DMSO, 100% Δ7-dafachronic acid | activation, % at 6.8 µM | 370,000 compounds, 1.4% hits;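 active means activation above the mean of all tested compounds plus 3 SD, cut at about 5.5% in these data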;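 further: 100% = response to 3 µM Δ7-dafachronic acid high control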
hgDAF12 agonist: agonists of H. glycines DAF-12 nuclear receptor; AID 687014; 370,000 compounds, 1.8% hits; HEK293 GAL4-hgDAF12 UAS-luciferase reporter, agonist luminescence; normalized to butyrate control; activation, % at 6.8 µM;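 active means activation above a cutoff set at the mean of all screened compounds plus 3 SD, cut at about 10% in these data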;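 further: 0% = DMSO wells and 100% = sodium butyrate wells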
PLCg1 inh: blocks human PLC-gamma1 enzyme activity; P19174; purified PLC-gamma1, fluorogenic substrate, fluorescence; inhibition, % at 12.2 µM; 370,000 compounds, 0.84% hits; in the data active means inhibition above about 9.5%
The depositor's hits bear a star; i = inactive; . = not tested or not shown.

Sequence of screens – hcDAF12 agonist	PLCb3 inh	SMARCA2 act	MBD2 DNA inh	ssDAF-12 act	DAX1 inh-1	ADAM17 inh	hgDAF12 agonist	DAX1 inh-2	PLCg1 inh	NR1D1 modulator
COc1ccc([C@H]2CC(=O)C=C(c3ccc(Cl)c(C(F)(F)F)c3)C2)cc1
 : 0.5	3.1	1.4	0.7	-1.1	-0.4	2.6	-1.0	0.7	1.2	1.1
COc1cccc(N2CCN(c3ccc4nnc(CCC(=O)N5CCC(C)CC5)n4n3)CC2)c1
 : -2.5	-7.7	-1.2	3.6	-1.5	-0.8	-4.7	-1.0	0.0	0.3	1.8
CCN1CCCCC(NC(=O)c2ccc(Cl)cc2Cl)C1=O (stereo not drawn)
 : 1.0	-1.9	-1.4	0.9	-0.6	-0.1	-8.8	1.2	.	0.3	7.9
COc1ccc(NS(=O)(=O)c2ccc(F)c(F)c2F)cc1S(=O)(=O)N1CCOCC1
 : 1.2	-5.7	0.4	0.1	-1.0	1.1	0.7	-0.3	-0.3	0.3	-8.8
COc1cc(NC(=O)[C@H]2CSCN2C(=O)[C@@H]2CCC(=O)N2)cc(OC)c1OC
 : 0.5	-0.5	-2.1	-0.7	-0.6	-0.4	-0.5	-3.1	-1.0	-1.8	-5.0
NC(=O)C1CCN(C(=O)CCSCc2ccccc2)CC1
 : 0.7	-6.0	-3.2	-2.9	-1.6	0.2	-2.0	1.7	1.6	1.8	0.3
CCOC(=O)CN(C(=O)CNC(=O)c1ccco1)C(C(=O)NC1CCCCC1)c1cccc(OC)c1 (stereo not drawn)
 : -0.8	4.8	3.1	-1.0	-1.2	0.2	-0.9	-0.5	0.9	3.9	4.1
CCCCC(=O)Nc1ccc(C(=O)Nc2ccc3c(c2)OCO3)cc1
 : -2.8	-0.2	1.5	2.8	-1.4	1.6	-13.8	0.6	-0.8	-3.8	-1.6
Cc1nc2c(C)cccc2c2c1CCN2c1ccccc1F
 : -2.1	i	-2.2	1.8	-2.0	-0.1	i	-2.1	-1.5	i	0.5
C/C(CC(=O)Nc1cc(C)ccn1)=N\NC(=O)c1ccc(C(C)(C)C)cc1
 : -0.6	-13.1	-1.0	-4.2	-1.0	-0.2	-12.8	-3.8	-1.3	-5.1	-3.6
CSCCC(C(=O)Nc1c(C)cccc1C)n1c(COc2ccc(C)cc2)nc2ccccc21 (stereo not drawn)
 : -2.1	5.6	-0.2	-6.6	-1.6	-0.6	6.8	-0.6	.	1.3	3.2
CC1CC(C)(C)CC2(C1)NC(=O)N(CC(=O)NCC(c1ccco1)N1CCCCC1)C2=O (stereo not drawn)
 : -2.4	-1.6	-2.1	0.3	-1.1	0.5	-2.9	2.4	2.0	-0.9	0.1
COC(=O)[C@H](CCSC)NC(=O)Cn1cc(C)c(=O)[nH]c1=O
 : -1.4	-0.7	-2.7	3.2	-1.8	-0.3	-4.8	-3.5	-1.1	3.5	4.4
O=C(Nc1cccc(Cl)c1)NC1CC2CCC(C1)N2Cc1cccs1 (stereo not drawn)
 : 0.4	2.3	1.4	-3.2	-1.2	0.7	3.2	0.4	4.6*	4.5	0.1
CCOC(=O)C(C(=O)OCC)C1CCS(=O)(=O)C1 (stereo not drawn)
 : -1.1	-0.4	3.3	0.7	-0.8	-0.2	-3.2	4.8	0.8	-1.0	-2.8
Cc1nc(-c2cn[nH]c2)c2cc(C)oc2n1
 : 0.0	-1.9	-2.3	1.9	-1.3	-1.0	-12.3	-0.1	-0.2	-5.0	0.9
Cc1cccc(NS(=O)(=O)c2ccc(C(=O)NCCCN3CCOCC3)cc2)c1C
 : -0.8	0.5	2.9	-2.9	-1.0	0.6	-5.8	4.4	-0.2	5.4	-5.2
Cc1ccc2nc(SCC(=O)N3CCCC3)nc(=O)n2c1
 : 1.0	-8.0	-0.9	-0.1	-0.8	2.2	-15.5	2.0	-0.8	-4.1	-5.4
O=C(C1CC1)N1CCN=C1SCc1cccc(C(F)(F)F)c1
 : 0.2	-0.9	-2.0	6.6	-1.3	-1.2	-4.8	0.5	-1.0	0.3	0.7
CCn1c2ccccc2c2cc(NC(=O)COC(=O)c3cc(F)ccc3C)ccc21
 : -0.5	3.8	-3.1	2.2	-1.1	0.8	-1.5	2.2	.	-0.9	0.4
COc1ccc(CCNC(=O)CSc2ccc(-c3cccs3)nn2)cc1
 : -1.1	-5.1	-4.2	8.1	-1.9	-0.5	-4.8	0.1	-0.5	0.1	-5.1
CC(=O)Oc1ccc(S(=O)(=O)c2ccc(OC(C)=O)cc2)cc1
 : -1.1	-4.0	-4.8	-2.6	-1.2	2.6	-2.4	0.9	1.0	3.2	1.7
COc1ccccc1NC(=O)C1=C(C)NC(=O)NC1c1ccc(C)cc1 (stereo not drawn)
 : 3.9	-5.0	-3.9	3.4	-0.8	0.3	-5.1	1.9	-1.3	-2.0	8.2
CCCNC(=O)c1c(N)n(-c2ccc(S(N)(=O)=O)cc2)c2nc3ccccc3nc12
 : -0.8	i	-0.3	5.0	-1.1	-0.6	-106.5	-0.6	-0.1	-432.1	-7.7
Cn1nc(C(=O)NNC(=O)COc2ccccc2)c2ccccc2c1=O
 : 2.8	-0.1	2.0	-6.0	-0.5	-0.4	-1.7	-1.1	0.3	-1.9	-2.0
CC(C)C(C)NC(=O)CN1C(=O)NC2(CCCCCC2)C1=O (stereo not drawn)
 : -0.7	1.1	-0.7	1.3	-1.4	1.1	3.8	-1.1	3.9	0.2	-2.5
CCOC(=O)c1c(-c2ccc(OC)cc2)oc2cc(Br)c(O)cc12
 : -1.8	-118.3	-2.1	2.1	-1.6	-0.2	-13.2	-2.8	-0.8	-78.9	20.9
CCCNC(=O)C1(C)CCCN(Cc2ccc3ccccc3c2)C1 (stereo not drawn)
 : -2.6	3.8	-3.7	-7.2	-1.3	-0.1	-5.1	-3.8	.	8.3	5.7
Cc1cc2nc(-c3ccc(SCc4ccccc4C#N)nc3)[nH]c2cc1C
 : -2.4	-57.9	7.8	-2.8	-2.5	0.3	-25.2	3.2	-0.9	-46.6	3.3
O=C(O)c1cnn2c(C(F)F)cc(C3CC3)nc12
 : -1.3	-9.3	-2.5	-3.1	-0.3	0.4	-4.6	3.4	0.3	-8.1	3.6
COC(=O)[C@]12C[C@H](CC(=O)N3CCN(C(=O)C4CC4)CC3)C(=O)N(Cc3ccccc3)C1=C[C@H](C1CCCC1)O[C@@H]2C
 : -0.5	1.8	-0.4	4.3	-0.9	0.1	-2.4	-3.2	.	2.6	3.2
Cc1cc(C)n(C(=O)CNC(=O)c2ccc(Cl)cc2Cl)n1
 : -0.1	-9.2	-1.4	-0.7	-1.2	-0.4	-2.4	0.9	0.1	-1.1	1.8
Cc1ccccc1OCC(=O)N/N=C/c1ccncc1
 : -0.7	-0.1	2.8	2.7	-1.1	-0.1	-4.0	1.7	0.8	-0.3	12.8
Cc1cc(NC(=O)c2cc(Cl)ccc2Cl)no1
 : -2.1	-0.5	-1.1	-3.2	-1.5	-0.9	-4.3	-0.7	-0.2	-0.2	-3.6
Cc1ccccc1C1NC(=S)NC2=C1C(=O)CCC2 (stereo not drawn)
 : -0.1	-2.7	-4.1	-2.8	-1.7	0.1	-0.9	-1.9	-1.5	1.7	4.1
c1ccc2c(c1)OCC(CNCC1COc3ccccc3O1)O2 (stereo not drawn)
 : 0.2	-10.3	0.2	4.2	0.7	0.0	-2.6	-1.3	-2.0	4.1	1.2
Cc1ccc(CC2C(=O)N(c3ncccn3)C(=O)C2C)cc1 (stereo not drawn)
 : -2.4	6.9	5.5	-2.8	-0.9	0.1	1.2	-0.2	0.0	1.3	-4.3
CCC(=O)Nc1ccc(C(=O)Cn2ncc(Cl)c(Cl)c2=O)cc1
 : 1.1	-10.5	-10.8	2.6	-1.2	-0.6	-0.9	-0.3	3.9	-0.7	-16.2
CC(C)(C)NC(=O)C(c1cc2ccccc2o1)n1c(=O)c(-c2cc3ccccc3[nH]2)nc2ccccc21 (stereo not drawn)
 : 4.7	i	-3.8	-3.5	0.2	0.5	-93.0	3.9	.	i	4.9
Fc1cccc(Cl)c1CSc1ccc(-c2ccco2)nn1
 : 3.1	-8.2	6.9	-0.9	-1.5	0.5	1.3	10.6*	-0.4	3.3	1.0
CC(C)(C)C1=NN(C(=O)c2ccccc2)C(O)(C(C)(C)C)C1 (stereo not drawn)
 : -0.7	4.2	0.9	-1.4	-1.2	0.1	-3.0	4.8	0.2	0.3	1.0
CCOC(=O)C[N+]1(C)CCN(C(C)=O)CC1
 : -0.9	-6.7	-3.0	-2.1	-1.3	0.2	-3.5	-2.8	0.3	-1.3	0.8
Cc1ccc(-c2nnc(SC(C)C#N)n2N)cc1 (stereo not drawn)
 : 3.4	5.5	-3.1	-3.4	-0.8	0.4	-2.2	-2.5	0.3	2.3	-1.6
COCCn1c(SCC(=O)N2CCc3ccccc32)nc2c(c1=O)SC(C)C2 (stereo not drawn)
 : 2.0	0.3	1.9	1.2	-0.7	0.3	-0.7	-2.7	0.6	2.1	4.5
CC(CC1CC(C)(C)OC1=O)C(=O)Nc1nncs1 (stereo not drawn)
 : -0.7	1.6	-1.0	-0.2	-1.8	0.2	-2.5	1.5	0.7	-0.5	-4.7
Cc1cc(C)n(-c2nc(C)nc3c2cnn3-c2ccccc2)n1
 : 10.3*	1.4	-0.4	0.3	-0.4	0.2	-6.3	-0.6	0.7	1.7	14.4
O=C(CSc1n[nH]c(-c2ccco2)n1)Nc1ccccc1
 : 0.1	-2.7	1.1	-3.9	-0.7	-0.2	-0.1	-1.3	0.1	4.6	1.7
COc1ccccc1-n1c(SCC(=O)Nc2nnc(C)s2)nc2c(c1=O)SCC2
 : -0.7	2.9	0.2	-6.8	-1.7	-0.4	-1.6	-3.1	-0.6	3.1	1.5
NC(=O)/C(=C\c1ccccc1)NC(=O)/C=C/c1ccccc1
 : -2.6	4.7	-2.4	-1.2	-1.1	-0.5	1.1	0.1	3.4	-0.5	-5.3
CC1=C(C(=O)Nc2cccc(C)c2C)C(c2cccs2)NC(=S)N1 (stereo not drawn)
 : 0.2	0.6	-3.2	-1.0	-1.7	-0.1	1.7	-1.7	-0.3	0.6	-1.6

Reprinted from the part before: 2 entries, followed by the next part.
Sequence of screens – hcDAF12 agonist	PLCb3 inh	SMARCA2 act	MBD2 DNA inh	ssDAF-12 act	DAX1 inh-1	ADAM17 inh	hgDAF12 agonist	DAX1 inh-2	PLCg1 inh	NR1D1 modulator
NC(=O)/C(=C\c1ccccc1)NC(=O)/C=C/c1ccccc1
 : -2.6	4.7	-2.4	-1.2	-1.1	-0.5	1.1	0.1	3.4	-0.5	-5.3
CC1=C(C(=O)Nc2cccc(C)c2C)C(c2cccs2)NC(=S)N1 (stereo not drawn)
 : 0.2	0.6	-3.2	-1.0	-1.7	-0.1	1.7	-1.7	-0.3	0.6	-1.6
CCn1c(SCC(=O)N/N=C/c2ccccc2OCC(=O)O)nnc1-c1ccc(C)cc1
 : 0.4	-8.1	-0.2	1.6	-1.1	0.2	-4.5	-1.1	0.7	1.1	1.9
Cc1ccc(CN2CC(N3CCC(Cc4ccccc4)CC3)CS2(=O)=O)cc1 (stereo not drawn)
 : -3.7	-1.8	-4.9	5.0	-1.3	-1.0	-2.8	-1.0	.	3.1	0.9
COc1c(S(=O)(=O)N2CCN(C)CC2)ccc(Cl)c1Cl
 : -1.7	-6.2	-1.5	1.3	-0.9	0.5	3.2	-2.7	0.9	-0.3	6.6
CCCCCCCCN1[C@@H](CC(=O)OC)c2cc(C(F)(F)F)ccc2S1(=O)=O
 : -0.7	0.8	0.3	-0.1	-1.1	-0.2	0.0	-1.5	0.7	0.9	4.5

Screening data (PubChem)
